S2 tox: cell viability loss in ATXN counter-screen. S2 cells (HEK-293 line with an ATXN2-luciferase reporter) viability, CellTiter-Fluor protease fluorescence, 24 h. Potency, µM (titrated, usually from 56.7 µM), usual class: cytotoxic. 400,000 tested, 0.49% active. AID 651635; also: potency is read from the fitted curve at half-maximal effect; nearly all actives have a fitted effect of over 40% in size
Nrf2 inh: blocks Nrf2 signaling | A549 ARE-Fluc reporter, luciferase luminescence, 18-24 h | Potency, µM (series often up to 46 µM), inactives show at the top dose activity change, negative = inhibition, most hits filed as inhibitors | 360,000 tested, 2.1% active; also: potency is read from the fitted curve at half-maximal effect; % is scaled to controls: 0 for no effect and ±100 for the full control effect; nearly all actives have a fitted effect of over 60% in size
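Cells were seeded and rested 2 h, then exposed to compounds for 18-24 h. CellTiter-Fluor was read first as a viability measure. BugLite was added 15 min before the final luminescent read of ARE-luciferase activity in A549 cells.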
A549 viability: kills or reduces viability of A549 cells in Nrf2 counter-screen; A549 ARE-Fluc cells, CellTiter-Fluor viability, 18-24 h; Potency, µM (highest dose often 46 µM), without a hit: top-dose activity change, negative = cytotoxicity, most hits filed as inhibitors; 390,000 tested, 0.16% active; AID 504648; also: potency is read from the fitted curve at half-maximal effect; % is scaled to controls: 0 for no effect and ±100 for the full control effect
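Cytotoxicity counterscreen: CellTiter-Fluor fluorescence was measured in A549 ARE_Fluc cells after 18-24 h of compound exposure in a concentration series. The subsequent BugLite luminescent read reports ARE-luciferase activity.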
HepG2 tox: HepG2 cytotoxicity, counter-screen for TGF-b inhibitors. HepG2 CAGA-GFP viability, ATP luminescence, 18 h. Potency, µM (doses to about 46.1 µM), inactives show at the top dose activity change, negative = cytotoxicity, most hits filed as cytotoxic. 410,000 tested, 0.76% active. AID 588856; also: potency is read from the fitted curve at half-maximal effect; some results filed as inactive show a strong effect at the top dose
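HepG2 CAGA-GFP cells (1000/well, DMEM with 1% FBS) received compound, then TGF-beta at 500 pg/mL final, and were incubated 18 hours at 37 degrees C. Viability was read by CellTiter-Glo luminescence. Media-only wells were set as complete cell-killing and DMSO as no toxicity.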
TGFb SMAD3 inh: TGF-b pathway inhibition; Potency, µM (highest dose often 46.1 µM), without a hit: top-dose activity, negative = inhibition, actives largely listed as inhibitors; 410,000 tested, 1.2% active; HepG2 CAGA-GFP TGF-b/SMAD3 reporter, GFP fluorescence, 18 h; TGF-beta stimulated, 500 pg/mL final; AID 588855; also: potency is read from the fitted curve at half-maximal effect; % is scaled to controls: 0 for no effect and ±100 for the full control effect; nearly all actives have a fitted effect of over 65% in size
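Inhibition was scored as loss of TGF-beta-induced (500 pg/mL final, 18 hours, 37 degrees C) GFP in HEPG2 cells carrying a CAGA-GFP reporter, in DMEM with 1% FBS. Well GFP was summed per cell; Activity was normalised to unstimulated and stimulated DMSO wells, then concentration-response fitting.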
Nrf2 activator: Nrf2 pathway activation; AID 624171; AREc32 ARE-luciferase reporter (MCF7-derived line), luminescence, 24 h; Potency, µM (highest dose often 46.1 µM), inactives show at the highest dose activation, most hits filed as activators; 410,000 tested, 0.31% active; also: potency is read from the fitted curve at half-maximal effect; % of control where 0% means no effect; nearly all actives have a fitted effect of over 65% in size
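Quantitative high-throughput format: AREc32 reporter cells, 1000 per well, received compound by pin transfer and were incubated 24 hr at 37 deg C, 5% CO2, before Steady-Glo luminescence detection.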
CCT modulator: cytosolic chaperonin activity modulation. activity change, % (test concentration not listed), hits read low. purified chaperonin ATPase assay, HTRF ADP detection, 30 min. 360,000 tested, 0.3% active. AID 651819; in the data active = activity change below about -30%; also: % is scaled to controls: 0 for no effect and ±100 for the full control effect
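ATPase activity: ADP formed was measured by HTRF Transcreener (665/615 nm ratio) after 30 min at 37 deg C with 10 uM ATP. Compounds screened at one 76 uM concentration against 40 or 20 nM TRiC in Tris pH 7.4/KCl/MgCl2/DTT buffer.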
pAkt inh: inhibitors of Akt phosphorylation; 360,000 tested, 0.32% active; activity change, % for hits at 50 µM; Neuro2A IGF-stimulated pAkt S473 HTRF, 20 min; active compounds read low; in the data active = activity change below about -80%; inconclusive = mostly about -51% to -80%; also: % is scaled to controls: 0 for no effect and ±100 for the full control effect
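Neuro2A cells in DMEM with 0.5% FBS, overnight at 37 deg C, given compound at single 50 µM final, then IGF (6 nM final) for 20 min at 37 deg C. Lysed; phospho-Akt Ser473 by HTRF after 24 h, 665/615 ratio.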
MmCpn inh: M. maripaludis TRiC chaperonin inhibition | purified Mm-Cpn ATPase, ADP Transcreener TR-FRET | Potency, µM (doses to about 76.9 µM), inactives show at the top dose activity, negative = inhibition, hits mostly inhibitors | 330,000 tested, 0.031% active | AID 504842; also: potency is read from the fitted curve at half-maximal effect; % is scaled to controls: 0 for no effect and ±100 for the full control effect; nearly all actives have a fitted effect of over 80% in size
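Reaction buffer contained 30 mM Tris pH 7.4, 100 mM KCl, 5 mM MgCl2 and 1 mM DTT. Mm-CPN (25 nM final) hydrolysed 10 uM ATP over 30 min at 37°C; ADP was read by HTRF.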
An asterisk follows results filed as active; i = inactive; ? = inconclusive; nt = no result given; [ ] = another dose, or the depositor's remark. Unless noted, calls follow the shape of the dose curve; as a rule, active = well fitted curve in the direction sought with a large enough effect; inconclusive = small, poorly fitted or top-dose-only effect, or another doubt; inactive = no such curve, though single readings can be large; an effect the other way counts as inactive or inconclusive.

Every second line gives: S2 tox	Nrf2 inh	A549 viability	HepG2 tox	TGFb SMAD3 inh	Nrf2 activator	CCT modulator	pAkt inh	MmCpn inh
- CCn1cnc2cc(NCc3nc4ccccc4n3C)ccc21
  i	?	8%	-45%	-1%	-0.3%	-2.3	i	-3%
- COc1ccc(-c2cc3ccccc3cn2)cc1
  i	?	2%	-13%	0%	0.3%	-1.1	i	-1%
- COc1cccc(NC(=O)CN(c2ccccc2OC)S(=O)(=O)c2cccs2)c1
  i	-26%	-14%	-8%	1%	-0.8%	-0.7	i	-7%
- COc1cccc(/C=N/NC(=O)c2cc3c(OC)cccc3[nH]2)c1O
  i	-20%	3%	-18%	?	-0.6%	-10	i	0%
- CC(C)(C)OC(=O)N1CCC[C@H]1C(=O)Nc1ccc(C#N)cc1
  i	-4%	9%	-1%	0%	2.9%	-8.9	i	0%
- O=C(c1cc2ccccc2o1)N1CCN(Cc2nc3ccccc3s2)CC1
  i	nt	nt	-20%	-8%	13%	-1.7	i	nt
- CCN(CC)C(=O)C1=C(C)N(Cc2ccc(F)cc2)C(=O)C(CC(=O)NC(c2ccccc2)c2ccccc2)C1 (stereo unspecified)
  ?	nt	nt	-7%	11%	3.3%	-7.6	i	nt
- O=C(Nc1c(C(=O)C2CC2)oc2ccccc12)c1ccc(Cl)cc1
  i	6%	26%	4%	10%	2.2%	3.0	i	-1%
- COc1cc2c(cc1OC)C(c1ccccc1F)OC(=O)C2 (stereo unspecified)
  ?	19%	6%	-11%	-2%	3.4%	2.2	i	-1%
- COc1ccc(NC(=O)N2CCN(c3cccc(C(F)(F)F)c3)CC2)cc1
  i	14%	-8%	3%	1%	0.2%	-1.0	i	-3%
- O/N=C/c1ccnc(SCc2ccc(Cl)cc2)n1
  i	-5%	5%	-28%	-7%	4.4%	-1.3	i	0%
- COc1ccc(/C=C/C(=O)OCC(=O)c2cc(C)ccc2C)cc1
  i	nt	nt	-3%	-6%	-0.1%	1.6	i	nt
- CCN(CC)C(=O)CSc1nc2c(sc(=S)n2-c2ccccc2)c(=O)n1-c1ccc(OC)c(OC)c1
  i	?	-15%	-5%	-28%	-0.8%	2.3	i	0%
- CCCCOc1ccc(C2CC(=O)N(C)C2=O)cc1 (stereo unspecified)
  i	?	3%	-8%	?	3.4%	-1.4	i	1%
- CC1(C(=O)NS(=O)(=O)C2CC2)CCCN(C(=O)COc2ccccc2)C1 (stereo unspecified)
  i	nt	nt	-1%	1%	-1.4%	-1.1	i	nt
- CCOc1ccccc1Nc1nc2ccccc2n2cnnc12
  i	1%	3%	-16%	3%	21%	1.3	i	-3%
- Cn1c(=O)[nH]c(=O)c2c1nc(Sc1nc3ccccc3s1)n2Cc1ccccc1
  i	?	-5%	-21%	-5%	14%	-2.7	i	-2%
- COc1ccc(CNS(=O)(=O)c2cccc(S(=O)(=O)N3CCOCC3)c2)cc1
  i	1%	-7%	-2%	-26%	0.2%	2.3	i	-1%
- O=c1cc(COc2ncnc3ccccc23)nc2sccn12
  i	6%	0%	18%	16%	-0.3%	-0.9	i	-1%
- COc1cc(C(=O)Nc2nnc(S(=O)(=O)N(C)c3ccccc3)s2)cc(OC)c1OC
  nt	?	2%	-38%	-23%	7.3%	nt	nt	nt

More entries
Every second line gives: S2 tox	Nrf2 inh	A549 viability	HepG2 tox	TGFb SMAD3 inh	Nrf2 activator	CCT modulator	pAkt inh	MmCpn inh
- Cc1ccc(S(=O)(=O)N2CC(O)C[C@H]2C(=O)OCC(=O)Nc2ccc(N3CCOCC3)cc2)cc1C (stereo partly specified)
  i	6%	-5%	3%	-30%	-0.1%	-3.4	i	1%
- O=C(c1ncc[nH]1)c1ccccc1Cl
  i	6%	0%	1%	3%	0.2%	1.4	i	1%
- CCOC(=O)C1(CCCc2ccccc2)CCN(C(=O)c2cc(C)nn2CC)CC1
  ?	-2%	0%	-38%	?	-0.5%	-1.1	i	-2%
- CC(C)n1cc(CN2CCC(C(=O)Nc3ccc(Oc4ccccc4F)cc3)CC2)cn1
  i	?	1%	-42%	?	3.5%	-1.5	i	-2%
- Cc1cc(C)c(S(=O)(=O)N2CCCC2=O)cc1N(C)S(C)(=O)=O
  i	11%	-1%	-30%	-4%	0.2%	0.3	i	-1%
- COc1ccc(/C=C/C(=O)Nc2c(C)nn(C)c2C)cc1COc1ccc(Br)cc1
  i	?	?	-45%	?	-0.7%	-0.2	i	-2%
- O=C(Cn1cccn1)N1CCCC(N2CCN(Cc3ccc4c(c3)OCO4)CC2)C1 (stereo unspecified)
  i	1%	-4%	1%	-13%	0.1%	-1.0	i	2%
- Cc1ccc(F)cc1NC(=O)N1CCN(C2c3ccccc3-c3ccccc32)CC1
  i	-9%	0%	-30%	?	-0.2%	-1.1	i	-12%
- COc1cccc(Oc2ccc(N/C=C/C(=O)C(C)(C)C)cc2)c1
  i	?	-25%	-5%	-14%	4.6%	1.5	i	-1%
- Cc1ccccc1N1CCN(C2CCCN(C(=O)CSc3ccccn3)C2)CC1 (stereo unspecified)
  nt	nt	nt	4%	-5%	-0.3%	-2.1	i	nt
- O=C(O)CCCNC(=O)/C=C/c1ccco1
  i	6%	2%	0%	-7%	0.0%	-0.4	i	-3%
- Cc1ccc(S(=O)(=O)c2nc(-c3ccco3)oc2SCC(C)C)cc1
  i	-6%[9.27 µM]	0%	-6%	?	0.6%	nt	nt	nt
- COC(=O)Cc1c(C)c2cc3c(c(C)c2oc1=O)OCN(CCc1ccc(OC)cc1)C3
  nt	10%	?	-5%	4%	0.2%	nt	nt	nt
- Cc1ccc(C(C)C)c(OCC(O)CNC2CCCC2)c1 (stereo unspecified)
  ?	-18%	-5%	-104%	-19%	-3.1%	0.5	i	4%
- CC/C(=N\NC(=O)c1ccc(CN(C)S(=O)(=O)c2ccc(C)cc2)cc1)c1ccc(OC(F)F)cc1
  i	1%	0%	5%	1%	2.9%	-0.7	i	2%
- COC(=O)c1cc(S(=O)(=O)N2CCCC(C)C2)cn1C (stereo unspecified)
  i	?	12%	-2%	-4%	3.9%	0.5	i	3%
- Cc1ccnc2nc(C(=O)OCC(=O)Nc3ccc4c(c3)OCCO4)nn12
  i	29%	-3%	14%	-9%	0.4%	-1.0	i	-1%
- CCOC(=O)c1c(C)n(C)c2ccc(OC)c(NC(=O)CCN3CCC(Cc4ccccc4)CC3)c12
  i	14%	-2%	-39%	-21%	0.2%	-1.9	i	1%
- Cc1ccc(NC(=O)CSc2nc(=O)n(CCCN(C)C)c3c2CCC3)cc1F
  nt	nt	0%	-35%	-30%	5.9%	nt	nt	nt
- CCOc1ccccc1N1CSC2=C(C#N)C(c3c(OC)ccc4ccccc34)CC(=O)N2C1 (stereo unspecified)
  i	-11%	0%	-12%	?	?	-18	i	-9%

Further records.
Every second line gives: S2 tox	Nrf2 inh	A549 viability	HepG2 tox	TGFb SMAD3 inh	Nrf2 activator	CCT modulator	pAkt inh	MmCpn inh
- Nc1n[nH]c(-c2ccccc2)n1
  ?	2%	-5%	6%	-1%	-0.1%	-0.4	i	2%
- CCOc1ccc(S(=O)(=O)N2CCOCC2)cc1NC(=O)CSC(=S)N1CCCC1
  i	-21%	2%	2%	?	-0.8%	1.6	i	-3%
- CCCNS(=O)(=O)c1ccc(OCC(=O)N2CCC(C(=O)OCC)CC2)cc1
  i	-14%	-2%	6%	-5%	-0.5%	-1.4	i	1%
- CN1/C(=C\C(=O)Nc2cccnc2)c2ccccc2CC1(C)C
  i	-2%	-4%	-1%	-1%	-0.3%	-0.3	i	1%
- O=C(CNC(=O)c1cc(=O)[nH]c2ccc(S(=O)(=O)N3CCOCC3)cc12)Nc1ccc(F)c(F)c1
  i	?	3%	8%	-2%	-0.1%	0.0	i	nt
- OC1CCN(Cc2cccc(Oc3ccccc3)c2)CC1
  i	4%	5%	-12%	-13%	2.1%	-0.5	i	2%
- Cc1sc(NC(=O)c2ccc(F)cc2)c(CN2CCCCCC2)c1C
  i	17%	-10%	-24%	0%	13µM*	-2.1	i	-3%
- CCc1nnc(NC(=O)c2cccnc2SC)s1
  i	-6%	4%	-5%	6%	0.0%	-0.1	i	0%
- CC(C)CN1C(=O)/C(=C/c2cccs2)NC1=S
  i	?	-7%	-2%	-10%	4.6%	0.2	i	-1%
- CN(C)C(CNC(=O)c1ccco1)c1cccs1 (stereo unspecified)
  i	?	9%	3%	-3%	3.8%	1.7	i	1%
- Cc1nc2ccc(S(=O)(=O)N(C)CC(=O)Nc3ccc(Br)c(C)c3)cc2s1
  nt	-12%	-2%	6%	nt	0.0%	nt	nt	nt
- Oc1[nH]c2ccccc2c1N=Nc1cccc(Cl)c1
  i	?	-10%	-1%	61%[activator]	17%	0.5	i	-8%
- CN(CC(=O)NCC1CCCCC1)CC(=O)Nc1ccc(F)cc1
  ?	0%	-3%	1%	1%	-0.8%	-1.8	i	0%
- CCOC(=O)N1CCC(NC(=O)C2CCCN(C(=O)c3cc4sccc4n3C)C2)CC1 (stereo unspecified)
  i	-8%	12%	17%	4%	3.5%	-0.3	i	-4%
- CCCn1c(SCC(=O)c2cc(OC)ccc2OC)nnc1-c1ccco1
  i	5%	9%	-9%	11%	-0.1%	-0.8	i	0%
- Cn1nnnc1SCC(=O)N1c2ccccc2CCc2ccccc21
  i	0%	-6%	-15%	5%	-0.5%	-2.3	i	-8%
- COc1cccc(C(=O)NCCSc2ccc(F)cc2)c1
  i	?	-4%	3%	9%	2.7%	2.2	i	-3%

Bioassay records: PubChem BioAssay, National Center for Advancing Translational Sciences (NCATS)
